# Screens: PubChem BioAssay, several laboratories
# SR-BI DiI inh: inhibitors of mouse SR-BI mediated HDL lipid uptake. ldlA[mSR-BI] CHO cells, DiI-HDL uptake fluorescence, 3 h. inhibition, % at 12.5 µM. 0.96% of 320,000 active;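 active = mean replicate inhibition of at least 70% and a set share of replicates each scoring 70 or more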;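 also: 0% = median of neutral control wells and 100% = median of positive control wells; values of inactives mirror those of a sister screen read the other way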
# LANA DNA inh: KSHV C-LANA DNA binding inhibition | 0.078% of 340,000 active | AID 504423 | MBP-C-LANA/FAM-LBS DNA binding, fluorescence polarization | inhibition, % at 9 µM;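 active = highest replicate inhibition at or above 60% at 9 µM, even if other replicates fall short; inactive = all replicates below 60% inhibition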;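 also: 0% = neutral control wells and 100% = 4 µM acridine orange control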
# PvdQ inh: P. aeruginosa PvdQ acylase inhibition | 0.063% of 340,000 active | AID 488965 | purified PvdQ acylase, fluorescence plate reader | inhibition, % at 10 µM; in the data active = inhibition above about 30%, passing the limit was not always enough;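 also: 0% = vehicle neutral wells and 100% = reference inhibitor wells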
# SR-BI uptake up: activators of SR-BI mediated HDL lipid uptake; activation, % at 12.5 µM; CHO ldlA[mSR-BI] cells, DiI-HDL uptake fluorescence, 3 h; 100 = double the neutral-control signal; AID 504775; 0.096% of 320,000 active;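 active = mean replicate activation of at least 60% and every replicate at or above 60%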;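 also: 0% = median plate neutral-control signal and 100% = twice that signal; values of inactives mirror those of a sister screen read the other way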
#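 Test system: SR-BI-overexpressing, LDLR-lacking CHO cells; Also added: labelled HDL, 10 µg/mL; Measured by: bottom-read cell fluorescence after medium removal, ex 550/em 595 nm; Timing: 3 h uptake period with compound, 37 °C; Buffer or medium: F12, 0.5% BSA, 25 mM HEPES; Doses: single compound concentration, delivered by pin transfer.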
# DAGLB inh: diacylglycerol lipase beta (human) inhibition. inhibition, % at 5.17 µM. Q8NCG7. 0.059% of 340,000 active. HEK293T DAGLB membrane lysate, EnzChek fluorogenic substrate; in the data active = inhibition above about 34%;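 also: 0% = enzyme with vehicle and 100% = wells lacking enzyme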
# NSD2 HMT inh: inhibitors of human histone methyltransferase NSD2; O96028; NSD2 peptide methylation, AlphaScreen, 120 min; inhibition, % at 12.5 µM; 0.54% of 310,000 active; in the data active = inhibition above about 50%
# Target sequence (O96028 whole entry, looked up): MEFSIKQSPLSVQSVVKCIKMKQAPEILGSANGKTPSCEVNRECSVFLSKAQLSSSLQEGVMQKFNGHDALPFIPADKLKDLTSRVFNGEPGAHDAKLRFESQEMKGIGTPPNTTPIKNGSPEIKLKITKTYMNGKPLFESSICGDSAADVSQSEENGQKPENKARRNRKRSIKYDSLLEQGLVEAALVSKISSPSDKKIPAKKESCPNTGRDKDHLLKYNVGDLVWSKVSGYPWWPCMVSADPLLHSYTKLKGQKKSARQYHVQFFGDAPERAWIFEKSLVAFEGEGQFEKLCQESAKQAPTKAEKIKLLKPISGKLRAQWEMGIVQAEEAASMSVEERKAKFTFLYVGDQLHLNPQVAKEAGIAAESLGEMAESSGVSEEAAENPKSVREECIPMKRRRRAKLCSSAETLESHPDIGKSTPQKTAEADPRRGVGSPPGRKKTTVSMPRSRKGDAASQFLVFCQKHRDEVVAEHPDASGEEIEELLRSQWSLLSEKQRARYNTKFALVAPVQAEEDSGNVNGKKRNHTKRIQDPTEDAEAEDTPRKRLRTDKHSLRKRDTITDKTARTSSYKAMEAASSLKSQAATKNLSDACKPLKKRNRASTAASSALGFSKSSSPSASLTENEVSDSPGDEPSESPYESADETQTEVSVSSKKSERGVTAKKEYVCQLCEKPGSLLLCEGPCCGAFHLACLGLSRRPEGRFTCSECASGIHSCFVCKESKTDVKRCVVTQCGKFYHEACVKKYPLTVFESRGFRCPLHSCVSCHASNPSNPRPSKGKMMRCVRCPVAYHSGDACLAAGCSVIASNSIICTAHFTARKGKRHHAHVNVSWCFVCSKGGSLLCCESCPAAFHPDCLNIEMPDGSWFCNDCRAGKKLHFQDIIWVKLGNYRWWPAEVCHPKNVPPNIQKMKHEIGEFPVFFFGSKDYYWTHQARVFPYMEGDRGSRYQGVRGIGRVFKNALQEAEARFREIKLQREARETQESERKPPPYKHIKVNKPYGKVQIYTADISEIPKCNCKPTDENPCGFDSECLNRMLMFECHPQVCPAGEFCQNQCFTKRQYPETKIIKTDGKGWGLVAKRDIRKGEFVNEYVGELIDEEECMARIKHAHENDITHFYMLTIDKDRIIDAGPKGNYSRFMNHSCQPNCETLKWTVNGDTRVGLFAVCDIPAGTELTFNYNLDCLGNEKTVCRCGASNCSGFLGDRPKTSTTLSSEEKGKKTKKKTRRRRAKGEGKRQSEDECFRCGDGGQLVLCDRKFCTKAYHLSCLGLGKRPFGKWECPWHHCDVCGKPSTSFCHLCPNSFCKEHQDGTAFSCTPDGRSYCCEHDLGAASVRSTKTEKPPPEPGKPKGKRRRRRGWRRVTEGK
# Keap1-Nrf2 PPI: Keap1-Nrf2 (human) interaction inhibition | Q14145 | Keap1 Kelch-Nrf2 peptide fluorescence polarization, 1536-well | inhibition, % at 9.4 µM | 0.15% of 340,000 active; in the data active = inhibition above about 12%;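 also: human Keap1 Kelch domain with fluorescein labeled Nrf2 9mer peptide probe; 0% = neutral control wells and 100% = peptide positive control; higher means more block of Keap1 binding to Nrf2 peptide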
# Cardiac RTF inh: cardiac RTF calcium desensitization. P19429+P45379. IANBD-labeled cardiac RTF, Ca2+ fluorescence. inhibition, % at 7.15 µM. 0.12% of 340,000 active. AID 493244;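 active = inhibition above the mean inhibition of all tested compounds plus 3 SD, cut at about 17% in these data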;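 also: assay run at fixed EC70 calcium of 1.6 mM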
# Arrestin-AP2 inh: blocks beta-arrestin peptide binding to AP2 adaptin; FITC-arrestin peptide / GST-AP2 beads, flow cytometry; AP2 beta2 appendage carries R879A mutation; inhibition, % at 10 µM; 0.31% of 340,000 active;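 active = inhibition above a set limit, near 3 SD of compounds lacking own fluorescence, cut at about 54% in these data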;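 also: plate controls were DMSO wells for no effect and 5 µM unlabelled arrestin peptide for full effect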
#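 System: GST-AP2 R879A bound to glutathione beads, E. coli-expressed. Also added: 50 nM FITC-arrestin peptide. Schedule: compound with beads 12 min RT, then probe 1 h RT. Signal: bead flow cytometry, FITC channel. Read-out basis: percent response.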
# PKA-R2B activ: PKA-R2B complex activation. P22694+P31323. PKA-R2B holoenzyme dissociation, Cy5-IP20 fluorescence polarization; R2B truncated from residue 108, S112A mutant; 0% DMSO only, 100% 113 µM cGMP. activation, % at 11.4 µM. 0.079% of 340,000 active;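 active = activation above a cutoff set at the mean over all compounds plus 3 SD, cut at about 18% in these data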;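 also: higher means more holoenzyme dissociation and a rise in polarization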
# * marks the source's active call; other numbers are inactive results; i = inactive; nt = not tested or not shown; & = joins results of further samples. This is a subset; the hit share may differ from the screen's.
SMILES,SR-BI DiI inh,LANA DNA inh,PvdQ inh,SR-BI uptake up,DAGLB inh,NSD2 HMT inh,Keap1-Nrf2 PPI,Cardiac RTF inh,Arrestin-AP2 inh,PKA-R2B activ
CN1CCN(c2cc(N3CCNCC3)ccc2[N+](=O)[O-])CC1,12.4,0.8,11.7,-12.4,2.1,16.0,0.3,4.7,4.2,-5.7
CCCCCn1c(=O)c(C(=O)Nc2cnccn2)c(O)c2ccccc21,29.9,1.6,-13.5,-29.9,0.0,5.7,-1.7,-2.7,-3.6,0.2
CN1C[C@H](CO)C=C2c3cccc4[nH]cc(c34)C[C@H]21,3.0,17.2,-4.0,-3.0,-1.4,nt,8.8,-24.1,34.9,-1.2
O=C1CC(=O)N(c2ccccc2F)C(=O)N1,-12.1,-3.2,-0.7,12.1,-0.9,-1.4,-6.9,-1.5,32.8,-14.2
COc1cc2c(cc1O)C[C@H]1NCCc3cc4c(c-2c31)OCO4,-12.5,-6.0,-18.9,12.5,4.7,nt,-1.6,-12.3,-0.4,-4.0
COC(=O)C1=C(c2ccc3ccccc3c2)C[C@@H]2CC[C@H]1N2C(=O)NCCNC(C)=O,-21.8,-0.5,-6.6,21.8,0.8,nt,0.7,-9.4,-9.3,2.6
Cc1c(CC(=O)N2C[C@H]3C[C@@H](C2)c2cccc(=O)n2C3)c(=O)oc2cc(O)c(Cl)cc12,-22.4,0.5,-143.9,22.3,-3.2,nt,4.3,-0.4,23.5,-3.8
CCC(C)n1c(O)c(C(c2ccccn2)c2c(O)n(C(C)CC)c(=S)[nH]c2=O)c(=O)[nH]c1=S (stereo unspecified),-3.3,1.1,-11.2,3.3,12.5,8.5,-5.0,-13.2,11.0,10.1
CC(=O)C1(c2ccccc2)CCNCC1,-26.0,-0.5,-8.0,26.0,1.2,1.3,0.2,-3.8,-12.0,-3.1
O=c1[nH]c(=S)[nH]c(O)c1N=Nc1cc(S(=O)(=O)Nc2ccc(Cl)cc2)ccc1Cl,-2.6,1.3,-2.5,2.6,32.9,65.6*,-2.3,-2.8,-12.1,1.4
O=c1[nH]c(=O)n(Cc2ccccc2Cl)c(O)c1C=Nc1ccc(F)cc1,-8.8,0.6,4.9,8.8,-0.2,-2.6,-1.8,0.6,11.2,2.8
CCOC(=O)CNC(=O)CNC(=O)C(Cc1ccc(N(CCCl)CCCl)cc1)NC(C)=O (stereo unspecified),3.0,-0.7,-12.9,-3.0,1.2,2.6,-2.7,-8.3,-7.1,4.2
c1ccc2c(NC3=NCCS3)cccc2c1,-23.9,-3.5,-23.8,23.9,2.0,1.8,-5.1,-6.3,-1.8,6.8
Cc1c(C(=O)O)cc(-c2ccccc2)n1Cc1ccccc1,10.0,3.5,1.6,-10.0,4.0,nt,7.9,4.6,8.7,-14.3
C[N+](C)(C)c1ccccc1,27.3,-0.2,-10.7,-27.3,-0.7,nt,-2.1,-10.2,-5.9,1.9
C/C(=N\N1CCCCCC1)c1c(O)n(-c2ccccc2C)c(=O)[nH]c1=O,5.8,-0.4,-13.6,-5.8,3.1,-1.3,-4.0,-3.2,0.0,-0.7
CC(=NCc1cccnc1)c1c(O)n(-c2ccc(C)cc2)c(=O)[nH]c1=O,-11.9,0.1,-6.9,11.9,0.8,0.0,-2.3,-8.0,0.5,4.3
CC(O)C1C=CC=CC(=O)OC2CC3OC4C5OC5(C)CCC4(COC(=O)C4OC4(C)C(O)CO1)C2(C)C31CO1 (stereo unspecified),-3.0,1.2,-10.6,3.0,0.8,-2.3,-2.9,-2.9,-5.1,-1.2
CC12CCC3C(CCC4CC(=O)OCC43C)C1CCC2O (stereo unspecified),-2.5,1.0,-6.5,2.5,0.3,-1.9,-6.2,-4.7,3.5,-12.4
Cc1nn(Cc2ccc(Cl)cc2Cl)c(Cl)c1C(=O)O,-12.9,-2.2,5.7,12.9,-0.1,-4.9,-1.8,-4.7,2.1,-15.1

# Brought forward from above: two entries, followed by the next part.
SMILES,SR-BI DiI inh,LANA DNA inh,PvdQ inh,SR-BI uptake up,DAGLB inh,NSD2 HMT inh,Keap1-Nrf2 PPI,Cardiac RTF inh,Arrestin-AP2 inh,PKA-R2B activ
CC12CCC3C(CCC4CC(=O)OCC43C)C1CCC2O (stereo unspecified),-2.5,1.0,-6.5,2.5,0.3,-1.9,-6.2,-4.7,3.5,-12.4
Cc1nn(Cc2ccc(Cl)cc2Cl)c(Cl)c1C(=O)O,-12.9,-2.2,5.7,12.9,-0.1,-4.9,-1.8,-4.7,2.1,-15.1
N#Cc1ccc(NC(=O)CCNC(=O)c2ccco2)cc1Cl,1.9,1.0,-14.4,-1.9,0.7,1.0,-0.7,0.9,38.8,1.1
CCOC(=O)C(O)(c1ccc(N(C)C(=O)COc2ccccc2)cc1)C(F)(F)F (stereo unspecified),-11.3,-0.3,-2.4,11.3,0.6,-5.8,-2.1,-19.3,26.9,7.2
O=[N+]([O-])c1ccc(NC2CCCC2)c2ccncc12,nt,3.0,-6.1,nt,0.9,8.7,-3.5,-18.0,-7.7,4.4
COC(=O)C1=C(c2ccc(S(C)(=O)=O)cc2)C[C@@H]2CC[C@H]1N2C(=O)NCCS(C)=O (stereo partly specified),-3.9,1.5,-2.8,3.9,0.4,nt,-6.6,4.0,2.8,-4.4
COC(=O)C1=C(c2ccc(F)cc2OCc2ccccc2)C[C@@H]2CC[C@H]1N2C(=O)NCc1cc(C)oc1C(F)(F)F,50.5,-1.8,0.8,-50.5,-25.2,nt,-9.9,15.8,1.2,1.2
COc1cccc(/C=C2\N=C(c3cncc(Br)c3)OC2=O)c1,-33.6,-0.1,-16.9,33.6,-0.4,nt,1.8,-9.6,-1.1,7.4
CC(=O)OC1C2CCCC1C(N1CCCC1)CC2 (stereo unspecified),-5.3&-21.0,0.3&-0.1,-15.6&-12.1,5.3&21.0,0.9&-1.4,7.1&-0.9,-0.5&0.2,-6.0&-5.1,-1.3&-12.8,4.8&-13.7
Cc1ccc(N2CCNCC2C)cc1 (stereo unspecified),2.3,-0.5,7.0,-2.3,0.2,0.4,-4.6,1.7,7.6,-1.2
Fc1ccc(C(OCCN2CCCC2)c2ccc(Br)cc2)cc1 (stereo unspecified),-43.5,0.3,2.8,43.5,1.0,3.3,0.2,-6.7,7.6,-10.0
COC1=C(C)C(=O)O[C@]12C(=O)C(C)=C1CCCCN3[C@H]([C@@H]4C[C@H](C)C(=O)O4)CC[C@]132,-21.2,0.6,-15.1,21.2,0.5,nt,1.8,-1.8,-11.7,3.1
CCOc1ccccc1-n1c(O)c(C=NCCCn2ccnc2)c(=O)[nH]c1=O,-4.6,-0.6,6.6,4.6,1.4,-2.7,-1.2,4.9,-9.5,-2.4
COc1ccccc1/C=N/N=C(/N)N[N+](=O)[O-],-6.6,1.7,-10.8,6.6,3.0,-1.0,-4.1,-1.3,-1.2,-10.8
CCn1c(O)c(C=Nc2ccc(S(N)(=O)=O)cc2)c(=O)[nH]c1=S,-50.3,0.7,6.0,50.3,1.8,-1.9,-7.8,-9.3,6.1,-11.6
S=P(NCCNP(=S)(N1CC1)N1CC1)(N1CC1)N1CC1,-17.5,-1.1,3.1,17.5,0.6,-0.6,2.4,-4.4,-1.8,8.8
C=C1C(=O)O[C@@H]2C[C@@H](C)[C@@H]3C=CC(=O)[C@@]3(C)[C@@H](O)[C@H]12,26.9,-0.1,2.7,-26.9,1.0,nt,-54.0,-1.3,20.6,6.4
Cc1ccc(-c2nc(N3CCOCC3)s[n+]2-c2ccccc2)cc1,-1.3,0.7,0.2,1.3,-0.4,-0.2,0.2,-23.7,-121.0,1.4
CCC(C)NC(=O)CCC(=O)OC1O[C@H]2OC3(C)CC[C@H]4[C@H](C)CCC(C1C)C24OO3 (stereo partly specified),1.5,0.8,-20.1,-1.5,1.6,-0.8,-2.6,2.4,-21.9,-3.8
Cc1c(N=Nc2c(O)n(-c3ccc(Br)cc3)c(=O)[nH]c2=O)c(=O)n(-c2ccccc2)n1C,-11.6,1.9,11.5,11.5,-4.7,0.5,-7.1,-8.9,-3.1,5.0
O=C1NC(=O)N(c2ccccc2)C(=O)/C1=C/c1ccoc1,-7.4,-1.2,4.1,7.4,-4.4,50.7*,-31.6,-29.8,10.5,6.3
COc1cccc(OC)c1C1=NCC(=O)Nc2c1oc1ccc(Br)cc21,31.1,-2.9,-6.3,-31.1,7.1,nt,-2.4,-10.7,1.9,-1.9
COc1ccc(Cn2c(O)c(/C=N/NC(=O)c3ccncc3)c(=O)[nH]c2=O)cc1,-2.0,0.6,12.9,2.0,3.8,5.4,-0.5,-5.1,13.8,12.5
COc1ccc(-c2[nH]ncc2CNC(C)Cc2cccc(C)n2)cc1F (stereo unspecified),nt,-0.9,-10.5,nt,-2.0,nt,-1.6,-3.6,12.2,3.4
CCCCn1c(=O)c(C(=O)Nc2ccccc2N)c(O)c2ccccc21,34.1,-0.4,-6.7,-34.1,-1.6,-0.3,-3.2,3.4,-5.7,-4.3
CC(C)Sc1nnc(OC(=O)N(C)C)n1-c1ccccc1,-15.3,-0.1,-5.9,15.3,-3.0,0.1,0.1,6.1,-5.2,3.9
CN1CCC(O)(c2cccs2)C(C(=O)c2cccs2)C1 (stereo unspecified),-27.2,-3.1,-5.9,27.2,-2.0,8.3,-2.3,0.0,28.2,-4.2
O=C(Nc1cccc(C(F)(F)F)c1)c1cccn(Cc2ccc3c(c2)OC(F)(F)O3)c1=O,-0.6,-0.2,-13.4,0.6,-6.5,3.9,-4.7,-0.8,-6.2,-3.4
Cc1cccc([N+](=O)[O-])c1,-15.3,-1.5,-12.8,15.3,-0.3,nt,i,i,8.7,i
O=C(NCc1cccnc1)NC1CCCCC1,2.0,-0.4,-16.3,-2.0,1.6,-3.5,-0.5,-13.1,-4.9,7.5
CCCCC1(CN2CCCC2=O)C(=O)NC(=O)NC1=O,-0.9,-1.3,-11.2,0.9,2.1,3.3,-1.4,-6.1,-8.4,-4.3
Cc1sc2ncn(CC(=O)N3CCC4(CC3)OCCO4)c(=O)c2c1C,-23.2,-1.6,-13.7,23.2,-2.5,1.9,-6.6,2.8,-2.5,4.7
Cc1ccc(O)c(CN2CCC3CCC(C3)C2)c1 (stereo unspecified),-7.5,0.8,-23.6,7.4,-1.2,nt,1.3,-5.4,-6.7,-3.2
COc1ccccc1-n1c(CNCC2CCCO2)nc2ccccc2c1=O (stereo unspecified),-15.0,0.7,3.5,15.0,0.7,-2.4,-1.4,6.9,59.8*,7.3
CC(=O)N1Cc2cnnn2-c2ccccc2C1C#N (stereo unspecified),28.5,1.1,-5.1,-28.5,-2.1,nt,-0.8,-10.4,-3.1,3.3
c1ccc2sc(NC3=NCCN3)nc2c1,-20.9,1.0,-16.3,20.9,2.1,-2.3,-3.1,-3.3,-1.9,-16.0
O=c1[nH]c(=O)n(Cc2ccc(F)cc2)c(O)c1C=NCCCN1CCOCC1,3.7,-0.5,-14.5,-3.7,0.6,-1.9,4.6,-0.7,-4.5,6.4
